Source: PubChem BioAssay
Rpn11 block = Rpn11 (human) deubiquitinase inhibition; O00487; human 26S proteasome, Ub4-pepOG fluorescence polarization; 20S core pre-blocked with epoxomicin; calls only at 20 µM; 360,000 tested, 0.59% active;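 active = inhibition at 20 µM, scaled to each plate's controls, above about 33%, limit read from the data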
CSN inh = CSN deneddylation inhibition; Q92905; inhibition, % at 12.5 µM; 360,000 tested, 0.38% active; Purified CSN, SCF-Nedd8-OG deneddylation, fluorescence polarization; AID 651999;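 active = pattern-corrected inhibition above about 35%, with an unprinted fluorescence ratio check between 0.5 and 1.5, limit read from the data, passing the limit was not always enough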;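 note: 0% = enzyme with substrate and 100% = substrate without enzyme; some results filed as inactive read as strong as hits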
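Material: human Csn5 produced in HEK293T cells; Input: enzyme 0.24 nM; Reagent: SCFSkp2-Nedd8OG substrate at 10 nM final; Dosing: 12.5 µM compound; Incubation: 90 min reaction at room temperature; Detection: fluorescence polarization of the substrate; Evaluation: % inhibition of substrate cleavage by Csn5; Control set: substrate-only high control, full reaction low control.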
MsrA act = activates bovine MsrA enzyme; AID 602163; purified bovine MsrA, absorbance read-out; 360,000 tested, 0.3% active; activation, % at 10.6 µM; in the data active = activation above about 7.5%;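 note: 0% = vehicle and 100% = reference activator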
MsrA inh = bovine MsrA inhibition | purified bovine MsrA, absorbance read-out | inhibition, % at 15.5 µM | 360,000 tested, 0.75% active; in the data active = inhibition above about 4.5%;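 note: 0% = vehicle wells with enzyme and 100% = reference inhibitor wells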
MT1-MMP act inh = blocks activation of human MT1-MMP. P50281. HT1080 RFP-PRO-GFP cells, GFP/RFP ratio fluorescence, overnight; percent of plate control window, DMSO zero. GFP/RFP ratio change, % at 20 µM. 360,000 tested, 0.061% active. AID 651647;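 active = GFP/RFP ratio change of at least 30% with cell ATP level not reduced by more than half and red fluorescence within 50% of control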; note: strong numbers were not always called active
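system = RFP-PRO-GFP reporter HT1080 cells | dosing = 20 µM single dose, 1% DMSO | timing = overnight cell settling, then overnight compound exposure, 37 °C, 5% CO2 | read-out basis = GFP/RFP fluorescence ratio | controls = DMSO and RFP-L50D-GFP cell wells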
MLLE-PAM2 inh = inhibitors of microRNA-mediated deadenylation, human PABP1 MLLE binding; P11940; GST-MLLE / FITC-PAM2 fluorescence polarization; inhibition, % at 20 µM; 360,000 tested, 0.36% active; in the data active = inhibition above about 35%, passing the limit was not always enough;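 note: plate controls were DMSO wells with GST-MLLE for no effect and wells lacking GST-MLLE protein for full effect; some results filed as inactive read as strong as hits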
E coli Lon inh = inhibitors of E. coli Lon protease; purified E. coli Lon protease, fluorescence polarization; inhibition, % at 7.94 µM; 360,000 tested, 0.42% active; in the data active = inhibition above about 13%, passing the limit was not always enough;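 note: 0% = enzyme with probe and DMSO and 100% = no enzyme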
FAS TE block = blocks the thioesterase domain of human fatty acid synthase | recombinant FAS-TE, OMFH fluorogenic substrate, fluorescence endpoint | inhibition, % at 15 µM | 360,000 tested, 0.67% active | AID 602261;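 active = compounds whose normalised, plate-corrected inhibition of enzyme fluorescence in the single-dose primary screen is 50% or more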;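 note: 0% = DMSO with enzyme and 100% = substrate without enzyme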
Rin1 Abl inh = blocks binding of human Rin1 to Abl. TR-FRET Rin1/Abl binding, biochemical. inhibition, % at 7.35 µM. 360,000 tested, 0.4% active; in the data active = inhibition above about 5%, passing the limit was not always enough
* = called active by the depositor; i = inactive; . = no result given.

SMILES	Rpn11 block	CSN inh	MsrA act	MsrA inh	MT1-MMP act inh	MLLE-PAM2 inh	E coli Lon inh	FAS TE block	Rin1 Abl inh
COc1cc(CNC2CCCC2)cc(Cl)c1OCc1ccccc1F	i	-6	-1	0.9	-4	5	-6	-5	2
CC(=O)NCC(=O)OCC(=O)c1ccc(C)c(C)c1	i	-5	-2	-0.4	-1	7	-3	-9	2
C/C(N)=C(/C#N)C(=O)CSc1nnnn1-c1ccc(C)cc1C	i	1	-1	0.5	-5	-81	-2	35	2
CCOC(=O)CSc1nc(C)cc(C)c1C#N	i	-1	-8	-0.1	-1	-6	7	-2	6
Cn1c(SCc2cccnc2)nc2cccnc21	i	5	-1	0.1	-4	-1	0	-2	-1
CC(=O)Nc1ccc(S(=O)(=O)N2CCN(c3ccc(C(C)=O)cc3)CC2)cc1	i	0	-1	4.4	1	-7	3	12	1
O=c1oc2ccccc2n1Cc1cccc(C(F)(F)F)c1	i	4	-2	1.4	1	6	-5	16	-2
CCOC(=O)c1ccc(NC(=O)c2nc[nH]c2C(=O)N(C)Cc2ccccc2)cc1	i	-2	-7	1.2	2	6	-3	8	2
CC(=O)Nc1cc2c(cc1C(=O)c1ccccc1)OCCO2	i	-1	-3	1.3	-1	-1	-1	-2	-1
COCc1c(C(=O)OCc2nc3ccsc3c(=O)[nH]2)oc2ccccc12	i	0	-1	-0.3	2	8	5	1	2
O=C1CC(C(=O)N2CCc3ccccc32)CN1c1cccc(C(F)(F)F)c1 (configuration not stated)	i	3	1	-0.6	-3	16	1	10	-3
COc1ccccc1CNc1ccccc1F	i	-5	-4	1.7	-3	-13	-4	7	4
Cn1nnnc1SCCNCc1ccccc1F	i	2	-1	0.3	3	0	0	-3	2
CN1CCC(=NNC(=O)c2ccc(N(Cc3ccc(Cl)cc3)S(C)(=O)=O)cc2)CC1	i	0	-4	0.2	5	5	-16	-7	-2
CCn1cnc2c1c(=O)n(CC(=O)NCC(C)C)c(=O)n2Cc1ccccc1	i	3	-2	0.8	0	-8	3	-6	0
COc1ccc(Nc2nc(N)nc(CN3CCOCC3)n2)cc1	i	-4	-3	-0.8	-1	0	1	-3	3
COc1ccc(CNC2CC(C)N(C)CC2C)cc1OC (configuration not stated)	i	3	-5	0.3	0	-10	-14	-10	1
CCn1c(=O)c(C(=O)Nc2nc3ccccc3[nH]2)c(O)c2ccccc21	i	-1	-1	2.9	-3	-45	-4	2	1
CC(C)(C)OC(=O)N1CCC[C@H]1C(=O)NCc1ccc(F)cc1F	.	-5	1	-1.4	0	.	-5	-15	.
CC(C)CCNC(=O)CN(Cc1ccc2c(c1)OCO2)C(=O)CCC(=O)Nc1ccccn1	i	2	-3	0.8	-2	-5	-4	-4	2
O=C(O)c1cccc(Nc2ccncc2[N+](=O)[O-])c1	i	0	-4	2.0	2	-3	-1	-4	1
CCCc1cc(CN(C)C(=O)CC2C(=O)NCCN2Cc2ccccc2C)[nH]n1 (configuration not stated)	i	3	-3	-0.7	1	8	-4	1	-1
O=C(Cn1cncn1)NCc1cccc(OC(F)F)c1	i	-3	-1	1.6	3	6	3	-10	2
O=[N+]([O-])c1ccccc1S(=O)(=O)Nc1ccc2c(c1)OCCO2	i	1	-1	0.2	3	-6	-7	0	-3
O=C(NCCCO)/C(=C\c1ccco1)NC(=O)c1ccco1	i	0	-2	2.9	-2	21	-4	-7	-2
COc1cc(C(=O)N2CCN(C(=O)c3ccccc3)CC2)cc(OC)c1OC	i	6	1	-0.3	0	-11	4	-8	0
COc1ccccc1OCCC(=O)OCC(=O)NCc1ccccc1	i	-2	-5	-2.0	4	2	-2	-8	0
c1ccc2c(c1)CCCN2Cc1nnc2n1CCCCC2	i	-22	-1	-1.1	-34	78	66*	-14	-3
Cc1ccc(OCC(=O)Nc2cccc(C)n2)c(C)c1	i	1	-1	0.3	-1	-2	3	2	-4
O=C(C1COc2ccccc2O1)N1CCOCC1 (configuration not stated)	i	-3	6	-0.7	0	0	2	-5	-2
CC1(C(=O)NCc2ccc3c(c2)OCO3)CCN1C(=O)CCc1ccc(Cl)cc1Cl (configuration not stated)	i	4	-2	-1.4	1	-14	3	12	1
CCOC(=O)N1N=C(c2ccccc2)CC1(O)C(F)(F)F (configuration not stated)	i	2	-4	0.5	-4	10	9	-7	-2
Cc1cc(N2CCOCC2)n2nc(C(F)(F)F)c(-c3ccccc3)c2n1	i	3	-1	0.0	0	5	8	3	3
CCc1nc2c(OCc3ccccc3C(=O)OC)cccn2c1N(C)C(=O)c1cccc(OC)c1	i	-4	-10	-0.3	-9	5	4	0	4
COCCN(C(=O)CCC(=O)Nc1cccnc1)C(C(=O)NC1CCCCC1)c1ccccc1 (configuration not stated)	i	2	0	0.3	2	1	2	-2	4
Nc1ccc2nn(-c3ccccc3)nc2c1	i	5	-10	2.1	0	-15	-12	1	-2
O=c1[nH]c(-c2ccccc2)nnc1-c1ccccc1	i	-1	3	-0.3	-3	0	7	-6	2
Cc1cc(C)nc(-n2nc(C)cc2NC(=O)CNC2CCCCC2)n1	i	0	0	0.3	-1	11	4	-4	-3
C=C(C)C(=O)NC1=NN(c2ccccc2)C(=O)C1	i	9	-3	0.2	2	15	0	-17	0
COc1ccc(-n2c(=S)[nH]c3cc(C(=O)O)ccc3c2=O)cc1	i	22	-2	0.1	-1	31	2	-3	2

An excerpt of these results, bar-delimited:
mol | Rpn11 block | CSN inh | MsrA act | MsrA inh | MT1-MMP act inh | MLLE-PAM2 inh | E coli Lon inh | FAS TE block | Rin1 Abl inh
C=C(C)C(=O)NC1=NN(c2ccccc2)C(=O)C1 | i | 9 | -3 | 0.2 | 2 | 15 | 0 | -17 | 0
CCCc1cc(CN(C)C(=O)CC2C(=O)NCCN2Cc2ccccc2C)[nH]n1 (configuration not stated) | i | 3 | -3 | -0.7 | 1 | 8 | -4 | 1 | -1
COc1cc(C(=O)N2CCN(C(=O)c3ccccc3)CC2)cc(OC)c1OC | i | 6 | 1 | -0.3 | 0 | -11 | 4 | -8 | 0

(next part)
SMILES	Rpn11 block	CSN inh	MsrA act	MsrA inh	MT1-MMP act inh	MLLE-PAM2 inh	E coli Lon inh	FAS TE block	Rin1 Abl inh
CN(C(=O)CCNC(=O)Cn1cnc2ccccc2c1=O)c1ccc(F)cc1	i	3	-2	-0.2	1	7	-9	-4	0
Cc1cc(OCC(=O)NC(C)C)ccc1Cl	i	3	-9	1.0	0	-8	-1	-2	-1
CC(C)CNC(=O)c1cccc(NC(=O)CSc2ccc(Cl)cc2)c1	i	-16	-4	-2.1	-1	-5	-7	3	0
CC(C)NC(=O)NC1C2CC3CC(C2)CC1C3 (configuration not stated)	i	-5	-5	-0.5	0	7	1	-4	-2
CC1C(=O)CCN(C(C)C)C1C (configuration not stated)	i	3	2	-0.3	-3	-11	6	-10	-2
C=CCNc1nc(NCCN2CCOCC2)nc(N2CCOCC2)n1	i	1	-5	-2.0	-4	-5	-2	-11	1
COc1ccc(C(=O)COC(=O)Cn2nnc3ccccc32)cc1Br	i	-5	2	0.0	5	2	-2	0	4
CN(C)CCNCc1ccccc1OC1CCCC1	i	3	-5	0.0	-2	-17	-8	-4	0
O=C(NCc1ccc(F)cc1)c1cc(C2CCCCN2C(=O)CCc2ccccc2)on1 (configuration not stated)	i	-2	2	0.5	-2	-11	0	13	-2
CCCC(=O)Nc1cccc(NC(=O)c2ccccc2Br)c1	i	-2	-1	-0.2	1	0	2	-4	2
NC(=O)C1CCN(C(=O)C23CC4CC(CC(C4)C2)C3)CC1	i	2	-15	-1.1	-9	1	3	-12	2
CCN(CC)CC(=O)n1c2c(c3ccccc31)CCCC2	i	1	2	-0.3	-2	1	1	-8	-5
COc1ccc(S(=O)(=O)N2CCC(O)(c3ccc4c(c3)OCO4)CC2)cc1	i	4	-4	0.0	2	3	5	8	0
C=C(C)[C@@H]1C2=CC(C(=O)OC)=C(C[C@H](C(=C)C)[C@H]3O[C@H]3C3=C[C@H]1OC3=O)O2	i	-4	1	1.1	1	29	0	0	2
CCOC(=O)Cc1csc(NC(=O)c2ccc3ccccc3n2)n1	i	-1	0	3.4	-4	-16	13	13	3
COC(=O)[C@@H](NCc1cccc(CN[C@H](C(=O)OC)C(C)C)c1)C(C)C	i	2	8	0.3	-3	4	-9	-3	1
CCOC(=O)C(CC)n1cnc2c(nnn2-c2ccc(C)cc2)c1=O (configuration not stated)	i	2	-5	1.2	7	8	-10	-2	1
CC1CCC(NC(=O)Cn2ncc3ccccc32)CC1 (configuration not stated)	i	-8	-7	-1.1	-3	0	-1	0	4
CN(C)S(=O)(=O)Nc1ccccc1F	i	0	-8	-0.3	-2	-3	3	-3	2
C=CCn1c(N)cc(=O)nc1SCC(=O)Nc1ccc(C)cc1	i	-4	-1	0.4	-3	11	-2	-3	-1
Cc1ccc(N2C(=O)c3ccccc3C2(O)c2ncc[nH]2)cc1 (configuration not stated)	i	1	-1	0.4	-2	7	-3	-8	4
Cn1c(C(=O)c2ccncc2)cc2ccccc21	i	1	-2	2.4	-3	-1	2	-5	-3
COc1ccccc1-n1c(N)c(C(N)=O)sc1=S	i	-2	-16	1.3	-2	41*	-5	-7	4
Cc1ccc(Nc2nnns2)cc1C	i	-2	-13	-0.3	.	33	2	-10	-2
Cc1ccc(C2(C)NC(=O)N(CC(=O)NC(C)c3ccccc3)C2=O)cc1 (configuration not stated)	i	4	0	-0.5	-1	-12	-4	-2	1
C[C@H]1CCC(=O)N(CCSc2ccc(Br)cc2)CC1	i	-1	-1	0.1	1	3	-1	6	2
COc1cccc(/C=C/C(=O)OCC(=O)Nc2nnc(-c3ccccc3)o2)c1	i	4	-3	.	3	-10	0	-1	3
CCN1C(=O)C(CC(=O)Nc2ccc(OC)cc2)N(CCc2ccc(OC)cc2)C1=S (configuration not stated)	i	-7	-8	0.9	5	-3	4	17	4
COc1cc(OC)c(OC)cc1/C=N/NC(=O)CC1C(=O)NN=C1C (configuration not stated)	i	1	-7	3.9	-1	8	2	-4	-2
OC[C@@H]1CN(Cc2ccc(-c3ccccc3)cc2)C[C@H](n2cnc3c(N4CCOCC4)ncnc32)O1	i	-1	2	-0.3	-2	2	-6	2	5
Cc1nc(Cl)cc(CS(=O)(=O)c2ccc(Cl)cc2)n1	i	-8	-1	-0.5	0	10	-2	-3	-1
O=C(Nc1nc(-c2ccco2)c(-c2ccco2)s1)c1ccco1	i	44	-6	1.8	2	-21	-21	11	1
COc1cc(OC)c(NC(=O)/C=C/C(=O)O)cc1Cl	i	0	1	-0.8	5	8	-3	-7	-3
O=C(/C=C/c1cccc([N+](=O)[O-])c1)NCCN1C(=O)S/C(=C\c2cccnc2)C1=O	i	7	-3	1.7	-4	14	10	21	-5
CCN(CC)c1ccc(NC(=O)c2ccc(S(=O)(=O)N3CCOCC3)cc2)cc1	i	2	-4	0.3	6	1	-8	4	3
COC(=O)c1c(NC(=O)CSc2nc3nc(C)cc(C)n3n2)sc(C)c1C	i	7	-4	0.7	1	-5	12	8	0

An excerpt of these results, field by field.
COc1cccc(/C=C/C(=O)OCC(=O)Nc2nnc(-c3ccccc3)o2)c1
  Rpn11 block = i; CSN inh = 4; MsrA act = -3; MsrA inh = .; MT1-MMP act inh = 3; MLLE-PAM2 inh = -10; E coli Lon inh = 0; FAS TE block = -1; Rin1 Abl inh = 3

CCN1C(=O)C(CC(=O)Nc2ccc(OC)cc2)N(CCc2ccc(OC)cc2)C1=S (configuration not stated)
  Rpn11 block = i; CSN inh = -7; MsrA act = -8; MsrA inh = 0.9; MT1-MMP act inh = 5; MLLE-PAM2 inh = -3; E coli Lon inh = 4; FAS TE block = 17; Rin1 Abl inh = 4
